Cycloheximide cs – counter-screen hit for Shiga toxin inhibitors, cycloheximide; cell reporter, cycloheximide protein synthesis inhibition counterscreen; max response, %; 300,000 tested, 12% active; AID 2314; in the data active means max response mostly above about 13%, no sharp cut-off; inactive means mostly below about 14%; further: read at 38.3 µM for the half of the compounds with a filed dose; 0% is about no effect
Pf growth 48h – P. falciparum growth inhibition at 48 hours (one generation); P. falciparum luciferase growth in erythrocytes, 48 h; Potency, µM (highest dose often 28.7 µM), inactives show at the highest dose activity change, negative = inhibition, hits mostly inhibitors; 310,000 tested, 5.9% active; AID 504832; further: potency means the concentration at half of the fitted maximal effect; on the % scale 0 is the no-effect control and ±100 the full control effect
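Luciferase-expressing P. falciparum in infected erythrocytes (2% hematocrit, 0.1% parasitemia final) in RPMI 1640/0.5% Albumax were exposed to compound for 48 hours at 37 C, 5% CO2; growth read as luminescence.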
Giardia FBPA inh – blocks Giardia fructose-bisphosphate aldolase activity; Potency, µM (top dose mostly 59.6 µM), inactives show top-dose activity, negative = inhibition, most hits filed as inhibitors; 290,000 tested, 0.71% active; purified Giardia FBPA; A8B2U2; further: potency means the concentration at half of the fitted maximal effect; on the % scale 0 is the no-effect control and ±100 the full control effect; nearly all actives have a fitted effect of over 55% in size
Target sequence (A8B2U2 whole entry, looked up): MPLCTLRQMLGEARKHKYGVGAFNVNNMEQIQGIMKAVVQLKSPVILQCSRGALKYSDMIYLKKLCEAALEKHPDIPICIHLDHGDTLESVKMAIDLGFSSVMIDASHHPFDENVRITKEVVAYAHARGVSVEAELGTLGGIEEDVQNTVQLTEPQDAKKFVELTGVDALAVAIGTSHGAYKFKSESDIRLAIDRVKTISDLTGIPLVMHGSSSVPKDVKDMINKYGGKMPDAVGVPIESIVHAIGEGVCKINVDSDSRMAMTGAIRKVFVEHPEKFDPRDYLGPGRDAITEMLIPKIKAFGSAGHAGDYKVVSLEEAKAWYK
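Giardia FBPA (40 nM reagent) was preincubated 10 min at RT with compound (up to 57.5 uM final), then substrate plus GAPDH/TPI/NAD/arsenate coupling system with diaphorase/resazurin was added; resorufin fluorescence (525/598 nm) was read after 20 min.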
Pf growth 96h – P. falciparum growth inhibition at 96 hour, primary screen for plastid delayed-death inhibitors. P. falciparum luciferase reporter growth, 96 h. Potency, µM (top dose mostly 28.7 µM), for inactives: at the top dose activity change, negative = inhibition, most hits filed as inhibitors. 320,000 tested, 6.9% active; further: potency means the concentration at half of the fitted maximal effect; on the % scale 0 is the no-effect control and ±100 the full control effect
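Compounds incubated with erythrocytes infected by luciferase-expressing P. falciparum (2% hematocrit, 0.05% parasitemia final) for 96 hours, 37 C in 5% CO2. Growth inhibition scored as decreased luciferase luminescence.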
Shiga inhibitor – blocks Shiga toxin action in Vero cells | Vero cells, Shiga toxin protein synthesis inhibition reporter | inhibition, % at 38.7 µM | 290,000 tested, 9.2% active | AID 2315; in the data active means inhibition mostly above about 28%, no sharp cut-off; inactive means mostly below about 43%; further: 0% is about no effect
HCV inh – inhibitors of hepatitis C virus infection | Huh7.5.1 HCVcc-Cre infection, luciferase reporter, 44 h | 340,000 tested, 3.4% active | Potency, µM (series often up to 41.8 µM), without a hit: at the top dose activity change, negative = inhibition, hits mostly inhibitors; further: potency means the concentration at half of the fitted maximal effect; on the % scale 0 is the no-effect control and ±100 the full control effect
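A cell-based infection assay in which seeded cells (1,000 per well) receive test compound after 4 h, are inoculated with HCVcc-Cre at approximately 0.5 moi, and are incubated 44 h before luminescence detection.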
* hit, by the source's call; u = inconclusive; x = no result given; & = joins results of further samples; [ ] = another dose, or the depositor's remark. Unless noted, the call rests on the fitted dose curve; in most records, active means well fitted curve in the direction sought with a large enough effect; inconclusive means small, poorly fitted or top-dose-only effect, or another doubt; inactive means no such curve, though single readings can be large; an effect the other way counts as inactive or inconclusive.

SMILES | Cycloheximide cs | Pf growth 48h | Giardia FBPA inh | Pf growth 96h | Shiga inhibitor | HCV inh
O=C(CCN1CCN(c2ccccc2)CC1)NNC(=S)Nc1ccccc1 | -2 | -11% | 8% | -2% | -24 | 24%
CC1=C(C#N)C(=O)OC(C)(C)C1 | -1 | 32%[activator] | -27% | 2% | 7 | -2%
Cc1c(C(=O)O)nn(-c2ccccc2)c(=O)c1C#N | -2 | x | 0% | u | -3 | 8%
O=C(O)C(Cc1ccccc1)NS(=O)(=O)c1ccc2c(c1)OCCO2 (configuration not stated) | -5 | 1% | 14% | 48%[activator] | -11 | 31%[activator]
O=C1CCCC(O)=C1C(C#Cc1ccccc1)C1=C(O)CCCC1=O | -1 | 4% | -23% | 39%[activator] | 3 | u
O=C(CNC(=O)c1ccccc1)N/N=C/c1ccccc1Cl | 14 | 12% | 0% | u | 59 | 25%
CC(=O)c1cc(-c2ccccc2)n(CCC(=O)NCc2cccs2)c1C | -2 | -9% | 4% | u | -8 | 5%
CC(=O)Nc1cccc(NC(=O)C(=O)NCC(c2ccco2)N2CCc3ccccc32)c1 (configuration not stated) | x | u | x | u | x | u
Cc1cc(C)n(-c2c(F)c(F)c(CN3CCCCC3)c(F)c2F)n1 | -1 | u | 2% | u | 21 | 11%
Cc1nc(SCC(=O)NC2CCS(=O)(=O)C2)c2c(C)c(C)sc2n1 (configuration not stated) | x | -13% | x | u | x | 8%
O=C(COC(=O)c1ccc[n+]([O-])c1)Nc1c(Br)cc([N+](=O)[O-])cc1Br | 3 | -4% | 3% | 9% | 10 | x
O=C(NCCc1ccccn1)c1nc(Cn2cc(Br)cn2)no1 | -2 | 34% | -6% | 24% | -11 | 3%
Cc1cc(C)c2[nH]c(=O)c(C(c3nnnn3CC3CCCO3)N3CCC(C)CC3)cc2c1 (configuration not stated) | 7 | u | -17% | 0% | -20 | -20%
CCOC(=O)C1CCCN(C(=O)c2ccc(S(=O)(=O)NCc3ccco3)cc2)C1 (configuration not stated) | x | u | x | 12µM* | x | 6%
O=C(Nc1ccc2oc(-c3ccccc3)nc2c1)c1ccncc1 | 19 | 4% | 0% | u | 45 | 10µM*
COc1ccccc1Nc1ncnc2c1c(C)c(C)n2CCCN(C)C | 2 | 0% | 3% | 0% | -2 | 4µM*
O=C(/C=C/c1ccc(Cl)cc1)NC(=S)Nc1ccc(CN2CCOCC2)cc1 | -13 | -15% | 11% | u | 1 | -2%
COP(=O)(OC)/C(C=O)=N/Nc1ccc([N+](=O)[O-])cc1 | -4 | 6% | 12% | u | 2 | -3%
CCSc1nnc(-c2ccc(S(=O)(=O)N3CCOCC3)cc2)n1CC1CCCO1 (configuration not stated) | 17 | 10% | 1% | 54%[activator] | 45 | u
OC(C#CCN1CCOCC1)(c1ccccc1)C1CCCCC1 (configuration not stated) | -5 | u | -3% | u | 19 | -26%
CSc1scc2c1-c1nc(SCC(=O)C(C)(C)C)ncc1CC2 | -4 | 9.3µM* | -9% | 9.3µM* | 7 | 8.9µM*
O=C(O)c1ccccc1-c1ccccc1C(=O)NCc1ccccc1Cl | -1 | 29% | u | 0% | -6 | 11%
COc1cc(C(=S)N2CCOCC2)ccc1O | 0 | -2%&-2% | 0% | -11%&-19% | -13 | 2%
CCOc1cccc(N2C(=O)CC(n3cnc4ccccc43)C2=O)c1 (configuration not stated) | -1 | 4% | -2% | -4% | 11 | 15%
COc1ccc(C(=O)N2CCc3[nH]nc(-c4ccccc4)c3C2)cc1 | 23 | -30% | -9% | -22% | -4 | 11µM*

(more compounds)
SMILES | Cycloheximide cs | Pf growth 48h | Giardia FBPA inh | Pf growth 96h | Shiga inhibitor | HCV inh
CC(=O)c1c(C)[nH]c(=S)c(C#N)c1-c1ccc(F)cc1 | 1 | 7% | 3% | 24% | 16 | -6%
N#Cc1ccc(CN2C(=O)NC3(CCCCCC3)C2=O)cc1 | -3 | 14% | 8% | 20% | 4 | -14%
COC(=O)C(C)N=Cc1ccccc1 (configuration not stated) | 7 | 434%[activator] | 0% | u | -11 | 29%
O=C(Cc1ccc(F)cc1)N1CCN=C1SCc1cccc([N+](=O)[O-])c1 | -5 | u | 1% | u | -15 | 1%
Cc1c(C(=O)Nc2ccncc2)sc2nc(-c3ccc(F)cc3)cn12 | 17* | 2.3µM* | -20% | 2.3µM* | 24 | 10µM*
CC1CCN(C(=O)CN(c2ccccc2)S(=O)(=O)N(C)C)CC1 | -3 | 4% | 3% | u | -3 | 0%
CC1CCCCN1C(=O)COC(=O)C1CCN(S(=O)(=O)c2ccc(Cl)c(C(F)(F)F)c2)CC1 (configuration not stated) | x | 1% | x | 17% | x | 3%
COCc1cc(C)nc(SCc2ccccc2)c1C#N | -1 | u | 0% | u | x | -5%
Cc1ccc(N2C(=O)C(Cl)=C(N3CCN(C)CC3)C2=O)c(C)c1 | -3 | u | 0% | 2.6µM* | 1 | 14%
Cc1onc(-c2ccccc2)c1C(=O)N/N=C/c1cccs1 | 6 | u | u | u | 22 | -1%
O=C(COC(=O)c1cc(=O)[nH]c2ccccc12)NC1CCCCCCC1 | 0 | 8% | -1% | 0% | -8 | u
CCC(C)n1c(-c2cc(OC)c(OC)c(OC)c2)nc2nc3ccccc3nc21 (configuration not stated) | 6 | 13µM* | -10% | 5.9µM* | -3 | 16µM*
CCOc1cc(-c2sc(Nc3ccccc3)n[n+]2C)ccc1OC | 2 | u | -16% | 4% | 6 | -13%
CC(C)C(c1nnnn1C1CCCCC1)N1CCc2ccccc21 (configuration not stated) | -3 | 12µM* | 0% | x | -2 | u
NC(=O)CC[C@@H]1NC(=O)C(Cc2ccc(O)cc2)NC(=O)c2cc([N+](=O)[O-])cc(F)c2NCCC[C@@H](C(N)=O)NC1=O (some centres not stated) | -1 | 35%[activator] | -10% | 8% | 4 | 2%[8.37 µM]
CCNc1nc(N)c(C(=O)c2ccc(Cl)s2)s1 | 44* | 56%[activator] | 4% | u | 130* | u
NS(=O)(=O)c1ccc(NC(=O)COc2ccc(C(=O)c3ccc(F)cc3)cc2)cc1 | -7 | u | 1% | u | 20 | 14µM*
COc1ccc(OC)c(N2C(=O)NC(=O)C(CCc3ccncc3)(CCc3ccncc3)C2=O)c1 | -3 | u | -13% | 3% | 18 | 6%
CC1(c2ccccc2)NC(=O)N(CC(=O)Nc2cc3c(cc2Br)OCCO3)C1=O (configuration not stated) | x | u | x | 6% | x | u
CC(=O)N1CCC(C(=O)OCc2ccc(Cl)cc2)(c2ccccc2)CC1 | 2 | -22% | 0% | -22% | -6 | 5%
COC(C[C@@H](O)[C@@H](C)[C@@H](O)COCc1ccccc1)OC | -3 | 47%[activator] | 7% | 66%[activator] | -6 | 10%
Cc1ccc2c(c1)C(c1ccccc1)CC(=O)O2 (configuration not stated) | 1 | 3% | 1% | 22% | -6 | 20%
COc1ccc(N2CCN(CCCNC(=O)Nc3ccccc3)CC2)cc1 | 3 | x | -2% | -1% | 32 | u
OC(CNCCc1ccc(Cl)cc1)COc1cc(Cl)ccc1Cl (configuration not stated) | -1 | u | -3% | u | -2 | -7%
O=C(Nc1ccnn1C1CCN(C(=O)Cc2ccccc2F)CC1)C1CC1 | -1 | 11% | 5% | 115%[activator] | 12 | 29%

Following part
SMILES | Cycloheximide cs | Pf growth 48h | Giardia FBPA inh | Pf growth 96h | Shiga inhibitor | HCV inh
CN(C)C(CNC(=O)c1ccc(S(=O)(=O)NCc2ccco2)cc1)c1ccccc1 (configuration not stated) | 12 | 0% | 1% | 11% | 43 | -5%
CCOC(=O)C1C(=O)OC2(CCOC(C)(C)C2)C1C(=O)OCC (configuration not stated) | -5 | 20% | 4% | 289%[activator] | 4 | 3%
CCN1C(=O)c2ccc(C(=O)NCc3ccco3)cc2C1=O | -2 | 1% | 3% | u | 9 | -6%
COCCN1C(=O)/C(=C/c2ccc(N3CCCC3)cc2C)SC1=S | -1 | 27% | -5% | 116%[activator] | -12 | -13%
CC(=O)c1cccc(NC(=O)Cn2nc(-c3ccccc3Cl)ccc2=O)c1 | -1 | 3% | -9% | -9% | 3 | u
Cc1cc(NCc2ccccn2)ccc1Br | 34* | 102%[activator] | x | 210%[activator] | 74* | -7%
CC(C)Cn1c(-c2csc(C(C)C)c2)n[nH]c1=S | -5 | 1% | 9% | 22% | -9 | 4%
COc1ccc(-n2c(SCC(=O)NNC(=O)c3ccccc3C)nnc2-c2ccncc2)cc1 | -1 | u | 9% | -4% | 19 | -13%
CC(C)NC(=O)C(=O)Nc1cc2c3c(c1)C(C)C(=O)N3CCC2 (configuration not stated) | 4 | 7% | 15% | 36% | 3 | 9%
C#CCOCCOCCOCCNc1nc(N2CCN(C(=O)CCCCCCCCCCNC(=O)[C@H](CCCN=C(N)N)n3cc(C[C@@H](C)CC)nn3)CC2)nc(N2CCN(C(=O)CCCCCCCCCCNC(=O)[C@@H]([C@H](C)CC)n3cc(CCCCCN)nn3)CC2)n1 | x | 3.3µM* | x | 8.3µM* | x | u
Cc1nc2ccc(NC(=O)Cc3cccs3)cc2s1 | 29* | x | 0% | -30% | 60* | 5%
COC(=O)NNC(=O)c1ccc(C(C)(C)C)cc1 | 30* | 49% | -1% | 52%[activator] | 23* | 24%
COc1ccc2c(c1OC)C(=O)N1C2SC[C@H]1C(=O)NCCC(C)C (some centres not stated) | -5 | 6% | 5% | 47%[activator] | 5 | -4%
CC(NC(=S)NNS(=O)(=O)c1cccc([N+](=O)[O-])c1)c1ccccc1 (configuration not stated) | 1 | 14% | 16µM* | 14% | -5 | 10%
COc1ccccc1CNC(=O)CCC(=O)N1CCOc2ccc(Cl)cc21 | -4 | -6% | 1% | u | 3 | -25%
COc1ccc(OC)c2c1CCC2=O | 1 | 21% | 0% | 34%[activator] | -26 | u
Cc1ccc(NNC(=O)C(O)(c2cccc(C(F)(F)F)c2)c2cccc(C(F)(F)F)c2)cc1 | -5 | 13µM* | -6% | u | -13 | u
CC(=O)Nc1ccc2nc(NC(=O)c3cccnc3)sc2c1 | 27* | 68%[activator] | 4% | -3% | 46* | -6%
CC(=O)Nc1ccc(S(=O)(=O)N(C)CC(=O)OCC(=O)N2CCN(C(=O)c3ccco3)CC2)cc1 | x | 25% | x | 30% | x | 18%
CCOc1cc(/C=N/Nc2nc(Nc3ccccc3)nc(N3CCCCC3)n2)ccc1OCC(=O)O | 3 | -16% | 7% | 21% | -6 | 6%
CC(C)CC(=O)Nc1nc2c(c(=O)[nH]1)CCCC2 | -5 | x | 5% | 37%[activator] | 1 | 10%
CCCCN(C)S(=O)(=O)c1c(C)[nH]c(=O)[nH]c1=O | -3 | 7% | 0% | x | 4 | 13%

Laid out differently: results already given
| SMILES | Cycloheximide cs | Pf growth 48h | Giardia FBPA inh | Pf growth 96h | Shiga inhibitor | HCV inh |
| --- | --- | --- | --- | --- | --- | --- |
| Cc1nc2ccc(NC(=O)Cc3cccs3)cc2s1 | 29* | x | 0% | -30% | 60* | 5% |
| COC(=O)NNC(=O)c1ccc(C(C)(C)C)cc1 | 30* | 49% | -1% | 52%[activator] | 23* | 24% |

Profiles from above.
Profile of CCOc1cccc(N2C(=O)CC(n3cnc4ccccc43)C2=O)c1 (configuration not stated) = Cycloheximide cs = -1; Pf growth 48h = 4%; Giardia FBPA inh = -2%; Pf growth 96h = -4%; Shiga inhibitor = 11; HCV inh = 15%
Profile of CSc1scc2c1-c1nc(SCC(=O)C(C)(C)C)ncc1CC2 = Cycloheximide cs = -4; Pf growth 48h = 9.3µM*; Giardia FBPA inh = -9%; Pf growth 96h = 9.3µM*; Shiga inhibitor = 7; HCV inh = 8.9µM*
Profile of Cc1onc(-c2ccccc2)c1C(=O)N/N=C/c1cccs1 = Cycloheximide cs = 6; Pf growth 48h = u; Giardia FBPA inh = u; Pf growth 96h = u; Shiga inhibitor = 22; HCV inh = -1%

Hits appear at their usual frequency; about 24% have a hit in one of these screens.
